Assay outcomes as filed in PubChem BioAssay.
HTR2A ag = mouse HTR2A agonism via beta-arrestin recruitment | CHO-K1 mHTR2A beta-arrestin complementation, luminescence; percent of 30 µM serotonin response | activation, % at 7.6 µM | 0.66% of 360,000 active;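 active = activation above a run cutoff, the mean activation of all tested compounds plus 3 SD, cut at about 14% in these data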;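 also: 0% = plate median of compound wells and 100% = 30 µM serotonin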
Target sequence (P35363 whole entry, looked up): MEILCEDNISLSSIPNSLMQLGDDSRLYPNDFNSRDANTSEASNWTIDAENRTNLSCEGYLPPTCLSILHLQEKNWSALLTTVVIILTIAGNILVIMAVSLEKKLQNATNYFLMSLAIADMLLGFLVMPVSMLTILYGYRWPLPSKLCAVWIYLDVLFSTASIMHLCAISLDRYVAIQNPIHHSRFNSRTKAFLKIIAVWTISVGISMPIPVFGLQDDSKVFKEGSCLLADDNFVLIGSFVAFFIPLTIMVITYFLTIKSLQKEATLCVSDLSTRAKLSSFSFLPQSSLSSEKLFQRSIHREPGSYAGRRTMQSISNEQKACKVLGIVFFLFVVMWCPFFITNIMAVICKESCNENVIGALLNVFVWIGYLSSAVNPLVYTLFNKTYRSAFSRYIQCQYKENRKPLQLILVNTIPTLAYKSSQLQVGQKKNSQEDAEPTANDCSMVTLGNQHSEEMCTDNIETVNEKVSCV
Peg3 prom inh = Peg3 promoter activity inhibition | HeLa PEG-Prom luciferase reporter, luminescence, overnight | inhibition, % at 20 µM | 1.7% of 360,000 active | AID 588405;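 active = inhibition of at least 50% at 20 µM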
Shn3 inh set2 = reduces Shn3 3'UTR luciferase signal in osteoblasts; AID 588674; 0.52% of 360,000 active; Clone20 osteoblast Shn3 3'UTR firefly luciferase, 24 h; inhibition, % at 12.5 µM;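 active = mean inhibition of at least 75% with every replicate also reaching 75%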;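 also: 0% = median of neutral control wells and 100% = pilot-screen positive control compound; some compounds past the cut are filed as inactive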
NR2E3 ag-1 = NR2E3 (human) agonism. Q9Y5X4. GST-NR2E3/biotin-RetCOR TR-FRET, 1536-well. inhibition of corepressor binding, % at 4.78 µM. 0.12% of 320,000 active. AID 2300;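 active = percent inhibition above the cutoff of mean plus 3 SD of all tested compounds, set per screening campaign, cut at about 20% in these data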;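 also: 0% = DMSO wells and 100% = biotin wells as full block of FRET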
Target sequence (Q9Y5X4 whole entry, looked up): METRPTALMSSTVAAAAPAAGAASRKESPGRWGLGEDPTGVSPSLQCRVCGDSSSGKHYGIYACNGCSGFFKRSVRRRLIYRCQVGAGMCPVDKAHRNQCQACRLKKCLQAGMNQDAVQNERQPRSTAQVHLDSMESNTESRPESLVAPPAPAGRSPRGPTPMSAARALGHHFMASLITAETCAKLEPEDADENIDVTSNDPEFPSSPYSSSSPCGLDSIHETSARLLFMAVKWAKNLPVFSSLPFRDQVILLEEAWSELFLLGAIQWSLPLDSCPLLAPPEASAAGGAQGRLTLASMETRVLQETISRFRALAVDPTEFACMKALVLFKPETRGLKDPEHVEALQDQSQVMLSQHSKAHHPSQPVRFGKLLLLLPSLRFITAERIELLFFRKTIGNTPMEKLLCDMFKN
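Material – GST-tagged NR2E3 plus biotinylated RetCOR corepressor · Quantity – NR2E3 fusion 1.35 nM · Times – 5 h incubation at 4 °C · Medium – pH 7.5 Tris-based buffer · Technique – TR-FRET, Eu(K)-anti-GST donor, streptavidin-D2 acceptor, ex 340, em 617/671 nm · Benchmarks – high control biotin, low control 0.6% DMSO · Format – 1536-well plates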
HIF-2a block = inhibitors of HIF-2a | 786-0 RCC cells HIF-2a reporter, luciferase luminescence, overnight | inhibition, % at 18.8 µM | 0.72% of 360,000 active | AID 624352;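 active = inhibition of the luminescence signal of 40% or more relative to plate controls, in a single-dose primary screen at 18.75 µM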
H9c2 protect = myocardial damage modulation in H9c2 cells; H9c2 cardiomyocytes, H2O2 injury protection, ATPLite, 2 h; protection from H2O2 cell death, % at 20 µM; 0.63% of 360,000 active;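 active = compounds giving at least 50% protection of heart cells from peroxide-induced death in the single-dose screen, raw or plate-pattern-corrected value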;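 also: 0% = DMSO wells with peroxide and 100% = DMSO wells without peroxide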
MITF TRPM1 inh = MITF TRPM1 promoter inhibition in SK-MEL-5 cells; AID 488899; 0.83% of 330,000 active; SK-MEL-5 TRPM1 promoter luciferase, 24 h; inhibition, % at 12.5 µM;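 active = mean inhibition across replicates of 60% or more, whatever share of single replicates reaches that level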; also: values of inactives mirror those of a sister screen read the other way
NR2E3 ag-2 = agonists of human NR2E3 nuclear receptor | Q9Y5X4 | CHO-S Gal4-NCOR/VP16-NR2E3 two-hybrid, luciferase | inhibition of corepressor binding, % at 3.98 µM | 0.35% of 360,000 active | AID 602229;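 active = inhibition above the mean of all tested compounds plus 3 SD, cut at about 70% in these data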;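 also: 0% = DMSO with NR2E3 transfected cells and 100% = cells lacking NR2E3 construct; higher means lower luciferase signal from less NR2E3 corepressor binding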
PDI inh = blocks human protein disulfide isomerase activity. inhibition, % at 10 µM. 0.052% of 350,000 active. P07237. AID 588391. PDI insulin aggregation turbidity, A650, 90 min;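 active = mean inhibition across replicates of 30% or more, whatever share of single replicates reach that level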;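 also: absorbance from insulin aggregation driven by PDI reduction with DTT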
hiPSC survival = enhancers of human iPSC single-cell survival | hiPSC single-cell survival, ATPlite luminescence; 100% = ROCK inhibitor wells, 0% = DMSO | survival enhancement, % at 20 µM | 0.044% of 360,000 active; in the data active = survival enhancement above about 18%;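 also: cells exposed to compounds for 16 hours before the ATP read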
CaV13 FRET inh = Primary screen for inhibitors of IQ motif and Ca2+-dependent inactivation inhibitor domain binding in CACNA1D, Förster resonance energy transfer in living cells, … | inhibition, % at 12.3 µM | 0.098% of 340,000 active | HEK cells, CFP/YFP FRET ICDI-IQ, plate reader, 10 min; percent FRET-ratio fall versus neutral wells | AID 743397;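 active = mean replicate inhibition of at least 30% and at least 1% of replicates passing that level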;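 also: 0% = median of the neutral control wells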
Starred values were filed as active, the others as inactive; . = no result given. Not a hit list; overall some 3.9% were active at least once.

SMILES	HTR2A ag	Peg3 prom inh	Shn3 inh set2	NR2E3 ag-1	HIF-2a block	H9c2 protect	MITF TRPM1 inh	NR2E3 ag-2	PDI inh	hiPSC survival	CaV13 FRET inh
COCCOC(=O)c1c(NC(=O)COC(=O)Cc2cccc(OC)c2)sc(C(N)=O)c1C	-6.0	11.1	3.8	1.6	22.2	3.8	5.6	4.9	4.9	0.1	.
Cc1cccc(NC(=O)C2CCN(S(=O)(=O)c3c(C)nn(C)c3C)CC2)n1	5.1	-15.4	2.7	1.3	8.2	-1.5	6.4	-1.3	.	-3.3	-2.0
CSc1cccc(NC(=O)CCCOc2ccc(Cl)cc2C)c1	0.1	10.8	1.5	-0.5	4.8	-4.1	-2.1	-31.4	6.4	-1.0	.
COc1ccc(N2C(=O)CSC23CCCCC3)cc1	-0.3	6.1	-5.0	1.9	4.0	-5.6	4.1	-3.9	1.0	-1.5	-6.1
Cc1cc(NC(=O)CSc2n[nH]c(CC(C)C)n2)no1	-0.3	-10.2	13.2	1.0	10.1	-7.3	2.5	-0.9	8.8	2.3	.
O=C1c2ccccc2C(O)N1Cc1ccco1 (stereo unspecified)	8.1	-12.5	-0.6	2.5	-4.1	0.5	.	-8.4	.	-3.2	-6.5
CC(=O)c1sc2nc(-c3cccs3)cc(C(F)(F)F)c2c1N	-2.0	28.8	-4.9	0.2	3.6	1.7	12.0	-32.8	-3.0	-3.0	-20.9
O=C(CSc1nnnn1-c1ccc(Cl)cc1)N1CCc2ccccc2C1	-1.8	4.5	-8.7	-2.4	0.1	0.8	11.2	-16.3	5.0	3.2	-10.2
Cc1ccc(C(C2=C(O)CC(C)(C)CC2=O)C2C(=O)CC(C)(C)CC2=O)o1 (stereo unspecified)	-2.6	-6.8	-12.5	3.6	11.9	16.1	3.7	-8.2	-1.8	1.8	-4.2
O=C(O)c1ccc(S(=O)(=O)c2ccc3c(c2)C(=O)N(Cc2ccco2)C3=O)cc1	0.1	7.8	-6.4	2.6	6.8	-4.0	1.5	-12.2	2.2	-0.7	.
Cc1ccc(CSc2ccc3nnc(-c4cccnc4)n3n2)cc1	7.4	3.1	-27.7	12.0	-16.4	13.1	-7.4	-0.9	-2.4	-1.6	-7.7
COc1cccc(C(C(=O)NC2CCCCC2)N(CCN2CCOCC2)C(=O)C2COc3ccccc3O2)c1 (stereo unspecified)	0.3	20.5	-4.9	2.8	11.2	-3.2	1.8	-0.7	-4.1	0.0	2.1
COc1ccc(C2CC(c3ccccc3)=NN2C(=O)CSc2nnnn2-c2cccc(C)c2)cc1 (stereo unspecified)	7.6	20.4	14.1	-2.6	1.8	3.4	15.3	-19.1	0.9	-0.3	-1.9
CN(C)CCNS(=O)(=O)c1ccc2c3c(cccc13)C(=O)N2	3.0	5.7	9.6	-1.8	11.6	10.0	11.8	1.5	-3.3	0.7	-2.7
CSc1c(-c2ccccn2)c(N)nn1C(=O)C1CCC1	8.5	-0.9	-11.2	-0.3	0.2	-5.7	-1.6	-8.9	-2.9	2.5	-5.7
COc1ccccc1CCNC(=O)c1cccc(S(=O)(=O)N2CCc3ccccc3C2)c1	-8.6	19.1	8.9	2.0	6.4	-3.1	-6.3	38.9	-7.0	-0.5	-4.6
CC(C)(C)OC(=O)N[C@H](Cc1ccccc1)C(=O)N1CCC[C@@H]1C(=O)O	-2.0	0.0	-8.7	0.1	23.4	1.5	1.3	-29.1	2.9	-0.5	-19.0
C=CCNC(=O)C1CCC(C(=O)NCC=C)CC1 (stereo unspecified)	-4.6	-7.9	-19.9	-1.5	-3.6	1.9	-7.2	-5.0	-7.7	-0.7	-6.6
CCOC(=O)c1c(C2CC2)csc1NC(C)=O	2.7	-13.6	13.3	1.5	4.9	-3.4	3.5	2.1	-3.0	-1.9	-6.5
CCC(=O)Nc1cccc(-c2nnc(-c3ccccc3)o2)c1	3.8	-264.8	-46.0	0.4	-306.1	-1.2	-96.0	-120.6	-0.8	-0.1	1.1
COc1ccc(/C=C/c2c(-c3ccc(OC)cc3)oc3ccc(-c4ccc(OC)cc4)cc23)cc1	5.9	20.7	-18.5	1.4	-12.0	-2.7	8.0	-15.0	-2.3	3.8	-5.0
CC(C)CNC(=O)c1ccccc1NC(=O)c1ccccc1N(C)S(C)(=O)=O	-2.5	9.3	4.6	0.6	9.3	-2.1	1.4	-5.9	-3.4	0.0	-0.5
COc1ccc(NC(=O)CN(c2cc(C)cc(C)c2)S(=O)(=O)c2c(C)noc2C)cc1	0.4	9.7	14.7	1.1	12.3	-4.7	1.8	4.2	-5.2	1.6	16.6
COc1ccc(N2CCN(C(=O)c3ccc(SC)cc3OC)CC2)cc1	0.5	8.0	7.1	8.8	17.1	5.5	21.4	-5.2	2.1	2.5	3.4
COc1ccc(CCNC(=O)CC2SC(=NCc3ccccc3OC)NC2=O)cc1 (stereo unspecified)	2.2	13.0	7.7	3.4	22.1	13.0	2.5	7.0	10.4	-0.2	-6.3

Full records from above:
Results for `COc1ccc(/C=C/c2c(-c3ccc(OC)cc3)oc3ccc(-c4ccc(OC)cc4)cc23)cc1` = HTR2A ag: 5.9; Peg3 prom inh: 20.7; Shn3 inh set2: -18.5; NR2E3 ag-1: 1.4; HIF-2a block: -12.0; H9c2 protect: -2.7; MITF TRPM1 inh: 8.0; NR2E3 ag-2: -15.0; PDI inh: -2.3; hiPSC survival: 3.8; CaV13 FRET inh: -5.0
Results for `CSc1cccc(NC(=O)CCCOc2ccc(Cl)cc2C)c1` = HTR2A ag: 0.1; Peg3 prom inh: 10.8; Shn3 inh set2: 1.5; NR2E3 ag-1: -0.5; HIF-2a block: 4.8; H9c2 protect: -4.1; MITF TRPM1 inh: -2.1; NR2E3 ag-2: -31.4; PDI inh: 6.4; hiPSC survival: -1.0; CaV13 FRET inh: .

More compounds follow:
SMILES	HTR2A ag	Peg3 prom inh	Shn3 inh set2	NR2E3 ag-1	HIF-2a block	H9c2 protect	MITF TRPM1 inh	NR2E3 ag-2	PDI inh	hiPSC survival	CaV13 FRET inh
COc1ccc(CNC(=O)C2CCCN(C(=O)Nc3ccc(OC)cc3)C2)cc1 (stereo unspecified)	0.8	-13.0	10.5	1.2	0.6	-1.8	3.6	-23.6	1.1	0.5	-7.0
CC(=O)Nc1cc(-c2ccc(N)nc2)cn2c(-c3cccc(C(F)(F)F)c3)cnc12	-1.7	6.4	7.2	.	0.5	11.6	.	10.8	-3.6	0.7	-4.9
COc1ccc(/C=C(\NC(=O)c2ccc(C)cc2)C(=O)NCCCn2ccnc2)cc1OC	-3.4	18.9	1.3	0.6	10.1	6.4	-2.5	-16.6	-1.9	-0.4	-6.2
COc1ccccc1NC(=O)CCSc1nc(C)cc(C)n1	-1.0	-3.8	1.5	0.2	16.1	5.1	-1.8	-0.4	1.3	0.2	-1.2
Cc1cc(=O)oc2c(C)c(OCC(=O)c3ccccc3)ccc12	-2.9	-4.5	-20.3	0.5	-16.7	3.2	-10.6	-4.4	16.7	-0.4	-1.9
O=C(O)c1ccc(/C=C2\COc3ccccc3C2=O)cc1	-1.8	26.1	9.1	-0.5	6.8	1.1	13.5	-4.1	-8.9	0.8	-8.3
COC(=O)c1sccc1NC(=S)Nc1ccc(C)cc1	7.1	-17.6	14.5	-2.1	-34.0	5.6	-74.3	-8.8	11.6	0.2	-4.8
O=C(CSc1nc2ccccc2s1)NC1CCCc2ccccc21 (stereo unspecified)	-2.7	10.4	-13.8	-2.5	-17.9	1.2	2.6	-43.2	-3.6	-0.4	-5.4
Cc1c(OCC(=O)N[C@@H](CSCc2ccccc2)C(=O)O)ccc2c3c(c(=O)oc12)CCC3	-0.9	-0.2	-0.1	.	3.3	0.8	.	-7.4	.	-0.5	.
CC1(C(=O)NS(=O)(=O)Cc2cccc(Cl)c2)CCN1C(=O)c1ccc(C2CCCCC2)cc1 (stereo unspecified)	0.0	-6.9	-8.1	.	7.1	-4.9	.	-17.8	-15.6	-1.4	-2.8
CCOc1ccc(NC(=O)Nc2cnccn2)cc1	-2.2	-131.7	-29.0	5.2	-100.6	0.5	-14.4	20.1	-6.0	2.5	-18.3
Cc1noc(C)c1C(=O)N1CCC(CO)(Cc2ccccc2)CC1	-4.2	-10.7	-22.4	-2.0	-21.7	0.0	-6.2	4.6	12.4	1.7	-7.7
CC(C)Cn1c(NCCO)nc2ccccc21	-3.5	-3.2	-3.7	-0.7	16.4	0.4	-5.3	-23.7	10.2	-0.3	-3.2
CN(C)c1ccc2c3c(ccc(N(C)C)c13)COC2	3.6	2.3	3.9	3.4	12.5	-3.7	6.9	0.0	-8.7	-0.5	-6.7
COC(=O)c1ccccc1NC(=O)CSc1nnnn1CC(=O)O	-5.5	15.4	-35.8	-1.7	16.3	3.7	-14.1	-1.0	6.3	2.0	-2.9
CC(C)Cc1nc2oc3c(N4CCN(CCO)CC4)ncnc3c2c2c1CCCC2	6.4	48.8	12.2	1.8	0.0	44.0	-3.3	-12.8	-3.6	7.2	-5.7
CSc1nc(C)c(Cc2ccccc2)c(=O)[nH]1	-1.9	8.2	4.4	11.0	15.3	8.9	-0.3	-13.6	1.7	3.5	11.2
O=C(CCc1ccccc1)Nc1ccc(S(=O)(=O)NC2=NCCCCC2)cc1	-4.0	-4.6	-14.4	.	2.7	1.3	7.6	-9.0	-7.9	-0.4	-5.8
C=CCn1c(C)nnc1SCC(=O)N1c2ccccc2NC(=O)C1(C)C	-1.3	0.5	9.9	.	16.8	-2.7	.	17.0	-8.2	1.4	-5.0
COc1ccccc1OCCSc1nc2ccccc2n1CC(=O)O	11.8	10.1	-13.7	.	-15.0	-4.0	.	-32.2	-1.0	-1.6	-6.1
COc1ccc(-n2nc(C(=O)NCC(=O)N3CCN(c4ccccn4)CC3)c3ccccc3c2=O)cc1OC	4.2	-19.1	-2.0	0.6	-75.1	22.2	-20.4	22.3	-1.9	-0.6	-2.0
CCC(C)NCc1ccc(C(=O)OC)o1 (stereo unspecified)	2.8	3.8	-0.9	0.2	6.8	0.7	1.0	-4.3	6.9	-2.1	-6.1
CC1CN(S(=O)(=O)c2ccc(C(=O)N3CCc4ccccc43)cc2)CC(C)O1 (stereo unspecified)	-3.5	5.6	13.8	-0.5	14.0	-9.9	.	-1.1	-6.4	-0.3	-6.6
Cc1ccc(CNC(=O)C(Cc2ccccc2)NS(=O)(=O)c2ccc(Br)s2)cc1 (stereo unspecified)	1.0	16.1	15.3	9.1	23.9	-6.7	-1.4	-16.6	-1.3	-1.1	-3.1
CCc1ccc(CNC(=O)C2CCC(=O)N(CCc3ccc(Cl)cc3)C2)nc1 (stereo unspecified)	5.2	14.2	-27.7	-3.9	8.4	3.5	9.9	-6.2	0.3	-0.6	-7.4
Cc1sc2ncnc(SCC(=O)N3c4ccccc4Sc4ccc(Cl)cc43)c2c1C	9.3	9.3	17.0	-6.1	26.6	2.6	-3.9	-15.0	-4.1	-0.7	-1.9
O=C(Cn1cc(SCc2cccc(Cl)c2)c2ccccc21)N1CCOCC1	-2.1	-205.0	-12.2	0.9	-175.9	-4.5	-14.3	-96.7	-3.7	-1.7	-5.7
